Assay outcomes deposited in PubChem BioAssay by National Center for Advancing Translational Sciences (NCATS).
Vif-APOBEC3G blk: Vif-A3G binding inhibition; HeLa A3G-eYFP + Vif (tagged APOBEC3G with the HIV-1 protein that degrades it), YFP fluorescence, overnight; Potency, µM (top dose mostly 46.1 µM), for the others: top-dose activity, negative = active, usual class: inhibitors; actives 0.076% (n = 410,000);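 further: potency means the concentration at half of the fitted maximal effect; on the % scale 0 is the no-effect control and ±100 the full control effect; nearly all actives have a fitted effect of over 60% in size; hits raise eYFP signal because A3G escapes Vif-driven loss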
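Read-out is eYFP fluorescence (Ex 488/Em 500-530) from Vif-expressing HeLa A3G-eYFP cells; more signal means A3G escaped Vif-mediated degradation. Cells plated overnight, compound pinned in, incubated overnight at 37 deg C.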
RXFP1 ag: agonists of human relaxin receptor RXFP1; Q9HBX9; HEK293T-RXFP1 cAMP TR-FRET, 30 min; response scale: percent of porcine relaxin response, buffer zero; Potency, µM (doses to about 57.5 µM), inactives show at the highest dose activation, usual class: activators; actives 0.3% (n = 370,000); further: potency means the concentration at half of the fitted maximal effect; on the % scale 0 is the no-effect control and ±100 the full control effect; nearly all actives have a fitted effect of over 60% in size; many of its hits are not listed in these tables
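cAMP rise read by TR-FRET after 30 min, 37C compound exposure (up to 58 uM) in RXFP1-transfected HEK293 cells with Ro 20174 present. EC50 from Hill-equation fits, with 29 nM porcine relaxin as 100% and buffer as basal.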
D1 antagonist: antagonists of human D1 dopamine receptor; P21728; HEK293 TREx D1 cells, calcium flux, dopamine EC80; stronger effect = lower value; activity change, negative = inhibition, % at 10 µM; actives 3.2% (n = 360,000); AID 504652; in the data active means activity change below about -30%; further: on the % scale 0 is the no-effect control and ±100 the full control effect
Target sequence (P21728 whole entry, looked up): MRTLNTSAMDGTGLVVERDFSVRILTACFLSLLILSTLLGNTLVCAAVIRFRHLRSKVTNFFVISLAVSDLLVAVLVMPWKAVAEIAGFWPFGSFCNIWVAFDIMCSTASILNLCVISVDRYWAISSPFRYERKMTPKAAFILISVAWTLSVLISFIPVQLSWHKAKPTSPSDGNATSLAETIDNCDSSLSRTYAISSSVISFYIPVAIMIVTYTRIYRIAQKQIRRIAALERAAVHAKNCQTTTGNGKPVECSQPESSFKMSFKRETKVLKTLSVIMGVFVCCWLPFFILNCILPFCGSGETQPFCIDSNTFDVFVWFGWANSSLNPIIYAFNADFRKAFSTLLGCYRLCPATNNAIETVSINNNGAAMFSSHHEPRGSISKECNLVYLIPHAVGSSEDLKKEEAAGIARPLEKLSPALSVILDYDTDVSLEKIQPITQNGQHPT
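Inducible Hek293 Trex D1 cells (tetracycline, overnight, 30 C). Calcium dye 30–90 min RT. Antagonist mode: EC80 dopamine added after 180 s compound read.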
GRP78 ERSR act: inducers of ER stress response in human glioma cells. U87-MG GRP78 promoter luciferase reporter, 16 h. Potency, µM, inactives show top-dose activation, actives largely listed as activators. actives 0.02% (n = 420,000); further: potency means the concentration at half of the fitted maximal effect; series mostly up to about 76 µM; % of control where 0% means no effect; nearly all actives have a fitted effect of over 35% in size
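ERSR induction read as luciferase luminescence (Bright-Glo, 10 min at room temperature) in stably transfected human U87-MG glioma cells exposed to compounds for 16 h, using GRP78 as sensor.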
RXFP1 antag: RXFP1 (human) relaxin receptor antagonism; HEK293-RXFP1, relaxin-stimulated cAMP HTRF, 30 min; stronger effect = lower value; Q9HBX9; activity change, negative = inhibition, % at 57.5 µM; actives 0.59% (n = 350,000);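 active means activity change of -60% or lower, but not beyond a set lower limit; inconclusive means change between -60% and -40%, or beyond the set limit; inactive means change above -40%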; further: on the % scale 0 is the no-effect control and ±100 the full control effect
D1 PAM: enhances dopamine response at the human D1 receptor | P21728 | HEK293 TREx D1 cells, calcium flux, dopamine EC20 potentiation | potentiation, % at 10 µM | AID 504651 | actives 0.036% (n = 360,000); in the data active means potentiation above about 30%; further: 0% is about no effect
D2 PAM: positively modulates the human D2 dopamine receptor allosterically; P14416; HEK293 T-REx D2, calcium flux, EC20 dopamine potentiation; potentiation, % at 10 µM; actives 0.34% (n = 340,000); AID 485347;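 active means potentiation over 3 SD above the plate norm, cut at about 30% in these data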; further: 0% is about no effect
Target sequence (P14416 whole entry, looked up): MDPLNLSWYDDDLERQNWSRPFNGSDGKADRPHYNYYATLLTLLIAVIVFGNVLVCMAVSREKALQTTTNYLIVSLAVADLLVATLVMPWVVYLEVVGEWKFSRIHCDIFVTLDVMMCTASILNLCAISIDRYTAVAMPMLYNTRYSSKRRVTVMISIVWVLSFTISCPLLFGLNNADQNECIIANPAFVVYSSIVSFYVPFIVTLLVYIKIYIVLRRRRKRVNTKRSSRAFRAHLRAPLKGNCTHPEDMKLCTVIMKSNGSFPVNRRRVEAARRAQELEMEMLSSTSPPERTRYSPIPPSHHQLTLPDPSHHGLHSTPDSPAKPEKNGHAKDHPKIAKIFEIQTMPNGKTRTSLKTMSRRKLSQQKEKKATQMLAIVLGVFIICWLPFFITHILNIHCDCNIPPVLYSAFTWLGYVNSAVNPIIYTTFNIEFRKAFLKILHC
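Cells plated with tetracycline inducer and held overnight at 30 C; calcium dye loaded 30–90 min at room temperature; baseline taken, compound added and read 180 s; EC20 dopamine then added and read 180 s.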
D1 ag: activates the human D1 dopamine receptor. P21728. HEK293 T-REx D1 cells, calcium flux, agonist mode. activation, % at 2 µM. actives 1% (n = 360,000); in the data active means activation above about 30%; further: 0% is about no effect
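Tetracycline-induced HEK293 TREx D1 cells, force-coupled to calcium signalling, were dye-loaded with a no-wash calcium kit. Compound was pin-added after a 10 s baseline. Fluorescence was read kinetically at 1 cycle/s for 180 s, with calcium rises flagged as agonism.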
Vif-APOBEC3F blk: inhibitors of Vif-A3F interaction; AID 602313; HeLa A3F-eYFP + Vif (tagged APOBEC3F with the HIV-1 protein that degrades it), YFP fluorescence increase; Potency, µM (series often up to 46.1 µM), for the others: at the top dose activity, negative = active; actives 0.2% (n = 390,000); further: potency means the concentration at half of the fitted maximal effect; % of control where 0% means no effect; nearly all actives have a fitted effect of over 65% in size
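HeLa cells stably expressing Vif plus C-terminally eYFP-tagged A3F were seeded, incubated overnight at 37 deg C, dosed with compound, incubated overnight again at 37 deg C. Yellow fluorescence (Ex 488/Em 500-530) reported blocked Vif-mediated A3F-eYFP degradation.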
Active calls of the source: *; u = inconclusive; x = no result given; & = joins results of further samples. Unless noted, the call rests on the fitted dose curve; in most records, active means well fitted curve in the direction sought with a large enough effect; inconclusive means small, poorly fitted or top-dose-only effect, or another doubt; inactive means no such curve, though single readings can be large; an effect the other way counts as inactive or inconclusive. Not all compounds are listed; rates above refer to the full screens.

SMILES | Vif-APOBEC3G blk | RXFP1 ag | D1 antagonist | GRP78 ERSR act | RXFP1 antag | D1 PAM | D2 PAM | D1 ag | Vif-APOBEC3F blk
CC(C)C1Nc2c(C(=O)O)cccc2C(Nc2ccccc2C(=O)O)C1(C)C (stereo not given) | 0% | 1.4% | 5 | 1% | -1 | 1 | 6 | 2 | 12%
COc1cccc(CNS(=O)(=O)c2c(C(=O)N3CCCCCC3)c(C)n(C)c2C)c1 | 5% | 3.3% | 22 | -1% | 19 | -4 | 4 | 4 | -1%
COc1ccc(/C=N/NC(=O)C(=O)/C=C2\NC3(CCCC3)Cc3ccccc32)cc1 | 0% | -1.9% | 9 | -4% | -12 | -7 | -7 | 1 | 0%
CCCCn1c(N)c(N(CC(C)C)C(=O)c2ccc(-n3c(C)ccc3C)cc2)c(=O)[nH]c1=O | -5% | 0.4% | -9 | -3% | 8 | -2 | 2 | 2 | -27%
CCOC(=O)c1sc(NC(=O)/C=C/c2cnn(CC)c2C)c(C(=O)OCC)c1C | 0% | 2.8% | -60* | 0% | -17 | -4 | -1 | 7 | -7%
CC(C)=C(NC(=O)c1ccccc1)C(=O)Nc1cccc(C)c1 | -5% | 0.9% | 0 | -4% | -5 | -7 | -6 | 0 | 6%
Cc1cc(C)cc(NC(=O)C(=O)NCC(c2cccnc2)N2CCc3ccccc32)c1 (stereo not given) | 3% | 2.6% | -25 | -3% | u | -4 | 5 | 1 | -4%
COc1ccc(S(=O)(=O)N2CCOCC2)cc1NC(=O)Cc1cccs1 | -3% | 0.5% | 8 | -2% | 5 | -3 | -2 | 1 | 2%
O=C(Nc1ccc2c(c1)OCO2)C1CCN(C(=O)c2cccs2)CC1 | 0% | 0.3% | 0 | -5% | -12 | 5 | -12 | 0 | -3%
COCCNS(=O)(=O)c1ccc2c(c1)Cc1cc(S(=O)(=O)NCCOC)ccc1-2 | -7% | 1.9% | -13 | -3% | -17 | -4 | 9 | 10 | 4%
COc1cccc(/C=N/NC(=S)NCc2ccco2)c1OC | -7% | 3.9% | 14 | -7% | -11 | -9 | 6 | 1 | u
CC(=O)c1c(C)oc2c1cc(NS(=O)(=O)c1ccc(C(=O)O)cc1)c1ccccc12 | u | -2.8% | 16 | -1% | -5 | 5 | 11 | -2 | 3%
Cc1cc(Oc2ccc(Br)cc2)nc(SCC(=O)c2ccccc2)n1 | -1% | 0.9% | -1 | -4% | -14 | -5 | -7 | 15 | 5%
COC(=O)NNC(=O)c1cccc(C)c1 | 0% | 1.4% | -2 | -6% | 9 | 7 | -2 | 6 | 4%
CC1CN(c2ccc([N+](=O)[O-])c(NCCOc3ccccc3)c2)CCN1 (stereo not given) | -5% | 1.2% | -20 | -4% | -7 | -10 | -8 | 32* | -27%
CCc1ccc2nc(NC(=O)CSCc3c(C)noc3C)sc2c1 | -5% | -0.5% | 0 | -3% | -2 | 1 | -4 | 0 | -1%
CC(C)c1onc(C(=O)N2CCCCC2)c1[N+](=O)[O-] | 1% | -0.8% | 7 | -1% | 4 | -8 | 3 | 3 | 0%
COc1ccccc1CNC(=O)c1cc(S(=O)(=O)N2CCOCC2)cn1C | -1% | 0.4% | 9 | -5% | -7 | 17 | 21 | 4 | 1%
CNCCOc1ccccc1-c1ccccc1 | 2% | -1.1% | -1 | -3% | 9 | -3 | -22 | 1 | 5%
COc1ccc(C(=O)NC2CC(C)(C)Cc3c2cnn3-c2ccccc2)c(OC)c1 (stereo not given) | 0% | -0.1% | 6 | -4% | -21 | -12 | -3 | 2 | 3%
O=C(O)C(F)(F)C(NCc1ccccc1)c1ccccc1 (stereo not given) | 0% | 0.0% | 0 | -5% | -3 | -3 | 1 | 0 | 0%
O=C(O)CCCCCNC(=O)c1ccc(Br)cc1 | -2% | -0.1% | -15 | 5% | -1 | -2 | -8 | 2 | 4%
C/C(=N\OC(=O)C1CC1)C1CC1c1ccc(F)cc1 (stereo not given) | -1% | 0.4% | -14 | 2% | 16 | 0 | -6 | 0 | -1%
CC(/C=N/n1c(-c2cc(C)[nH]n2)n[nH]c1=S)=C\c1ccccc1 | -8% | -0.6% | -11 | -1% | u | -7 | -1 | 1 | -1%
CC(C)(C)c1ccccc1OCCCCN1CCCC1 | 2% | -0.1% | -17 | -1% | -11 | -7 | -19 | 1 | 0%

Next structures:
SMILES | Vif-APOBEC3G blk | RXFP1 ag | D1 antagonist | GRP78 ERSR act | RXFP1 antag | D1 PAM | D2 PAM | D1 ag | Vif-APOBEC3F blk
COc1ccc(C(=O)N(c2ccc(OC)cc2)S(=O)(=O)c2cccs2)cc1 | -2% | 0.8% | -5 | -4% | 3 | 0 | 0 | 5 | 0%
O=C(Nc1cccs1)NC1CCCC1 | -6% | 0.7% | -4 | -4% | 8 | 0 | x | 19 | -1%
CC(C)[C@H](NC(=O)c1ccccc1)C(=O)OCC(=O)c1ccc(S(=O)(=O)N2CCCCC2)cc1 | -6% | -0.5% | 0 | -5% | -1 | -4 | -5 | 6 | 5%
O=C1CCc2cc(S(=O)(=O)NC(C(=O)Nc3cccc(F)c3)c3ccccc3)ccc2N1 (stereo not given) | -2% | 1.0% | -7 | 0% | x | 4 | 11 | 1 | 3%
COc1cc(NC(=O)C/C(C)=N/NC(=O)c2cccc(O)c2)c(OC)cc1Cl | -3% | 0.0% | -7 | -3% | x | 3 | -8 | 2 | -2%
Cc1ccc(C(=O)N/C(=C\c2ccco2)C(=O)NCCN2CCOCC2)cc1 | 3% | -0.5% | 1 | -3% | 0 | -4 | 1 | 5 | 0%
CC1Cc2ccccc2N1C(=O)COC(=O)c1ccc(Br)o1 (stereo not given) | 0% | -0.9% | -7 | -1% | -13 | -3 | -7 | 1 | -6%
CC1CCCCC1NC(=O)c1cncc(Br)c1 (stereo not given) | 1% | 0.4% | -1 | -4% | -7 | -5 | -15 | 2 | -6%
CC(=O)O/N=C/c1c(NCc2ccccc2)nc2c(C)cccn2c1=O | -11% | 3.1% | 2 | -1% | 9 | -8 | -3 | 1 | 5%
O=C(COc1ccc(Cl)cc1)NC1CCSC1=O (stereo not given) | 1% | 0.6% | -1 | -5% | -5 | -5 | 2 | 2 | x
C/C(=N\NC(=O)c1c[nH]c2ccccc12)c1ccco1 | 1% | -0.7% | 12 | 1% | -4 | 13 | 16 | 2 | -2%
Cc1ccc(S(=O)(=O)N2CC3CCCC2C3)cc1 (stereo not given) | -1% | -0.6% | -11 | -1% | -13 | 1 | 0 | 1 | -1%
N#CC1=C(N)OC2=C(C(=O)CC(c3ccccc3)C2)C1c1ccc2c(c1)OCO2 (stereo not given) | -10% | 0.5% | 9 | -7% | 11 | -1 | 22 | 3 | 13%
COc1ccc(N2C(=O)CCC(C(C)=O)=C2C)cc1 | 1% | -0.9% | 15 | -3% | -6 | 5 | -7 | 0 | 5%
C=CCn1c2ccccc2c2nnc(SCN3C(=O)c4ccccc4C3=O)nc21 | -10% | 7.1% | -16 | -6% | -7 | -10 | 6 | 5 | -8%
CCCC(=O)Nc1cc2nn(-c3ccc(OC)cc3)nc2cc1C | 1% | -0.5% | 2 | -1% | x | -1 | 5 | 0 | -5%
O=C(NCCNc1ccc2ccccc2c1)c1cccn2c(=O)c3sccc3nc12 | x | 0.4% | 5 | x | x | 9 | 8 | 1 | x
COC(=O)c1c(NC(=O)c2cnccn2)sc2c1CCC2 | -6% | -0.7% | -1 | -1% | -39 | -8 | 0 | 3 | -27%
CCCN(CCC)c1nc(C#N)nc(N(CCC)CCC)n1 | 2%&-1% | 2.1% | -22 | -2%&-3% | 5 | -3 | x | 4 | -5%
CCO[C@H]1OC(C(=O)NCc2nc3ccccc3[nH]2)=C[C@@H](C)[C@@H]1CCCO | -1% | -0.9% | 19 | -2% | x | 2 | -14 | -1 | -3%
CCSCC(C)(C)n1[nH]c2ccccc2c1=O | -3% | x | x | -5% | 1 | x | x | x | -7%
CCc1ccc(CNC(=O)c2nn(C)c3c2CS(=O)(=O)c2ccccc2-3)cc1 | -6% | -1.1% | -4 | -1% | 8 | -2 | 8 | 3 | 4%
O=C1CCC(=O)N1c1ccccc1 | 0% | 1.0% | -12 | -1% | -7 | -7 | 8 | 1 | 2%
Cc1cc(C)nc(N2C(=O)CC(C(C)c3ccccc3)C2=O)n1 (stereo not given) | 2% | 1.2% | 1 | -1% | 7 | 0 | -5 | 0 | -5%
Cc1c(C(=O)N2CCCCCC2)c(S(=O)(=O)NCc2ccc(Br)cc2)c(C)n1C | 2% | -3.3% | -12 | -1% | -3 | -3 | 2 | 0 | 3%

Continuation.
SMILES | Vif-APOBEC3G blk | RXFP1 ag | D1 antagonist | GRP78 ERSR act | RXFP1 antag | D1 PAM | D2 PAM | D1 ag | Vif-APOBEC3F blk
O=C(NCc1ccc2c(c1)CCN2C(=O)c1ccccc1)c1cc2ccccc2[nH]1 | 0% | -0.6% | 9 | -3% | 8 | -3 | 17 | 2 | 8%
CCN(c1ccccc1)S(=O)(=O)c1ccc(NC(=O)C(C)(C)C)cc1 | 1% | 0.7% | 2 | -4% | 18 | -2 | 5 | 2 | -4%
COc1ccc(N2CCN(C(=O)C(=O)c3cn(CC(=O)N4CCOCC4)c4ccccc34)CC2)cc1 | 0% | -2.9% | 3 | -6% | -8 | -7 | 13 | 2 | -1%
CCOc1ccccc1OCC(=O)Nc1ccc2[nH]c(=O)[nH]c2c1 | -12% | -2.9% | -8 | -1% | -4 | -5 | -6 | 2 | 4%
CC(C)CCNC(=O)CO/N=C/c1ccccc1OC(F)F | -1% | 0.6% | 10 | -4% | 10 | -1 | -3 | 3 | 0%
Cc1cc(=O)c2cc(Cl)ccc2[nH]1 | -4% | 2.3% | 1 | -4%&-1% | x | -5 | -8 | 3 | 3%

Look-ups from the list.
`CCOc1ccccc1OCC(=O)Nc1ccc2[nH]c(=O)[nH]c2c1` in RXFP1 antag → -4
`CC(C)CCNC(=O)CO/N=C/c1ccccc1OC(F)F` in D1 antagonist → 10
`CCN(c1ccccc1)S(=O)(=O)c1ccc(NC(=O)C(C)(C)C)cc1` in D1 antagonist → 2
